ERG-DNA inh = qHTS for Small Molecule Inhibitors of the ERG Ets/DNA interaction. Transcriptional regulator ERG (Homo sapiens), P11308. fluorescence polarization, His-ERG Ets domain / labelled DNA. AID 624246, 2012. hit rate 0.028% among 370,000. Potency, µM (top dose mostly 76.9 µM), for inactives: at the top dose FP activity, negative = inhibition, actives largely listed as inhibitors; active = well fitted inhibition curve with a large enough effect in the polarisation, with a control signal flat; inconclusive = small, poorly fitted or top-dose-only effect, or effect the other way, or a change in a side signal; inactive = no such curve, though single readings can be large or run the other way; the % refers to the polarisation;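 note: polarization taken with two DNA probes labelled with fluorescein and Texas red; potency is the fitted concentration of half-maximal effect; % of control where 0% means no effect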
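His-tagged ERG Ets domain (1 uM in the protein solution; 300mM KCl, 50mM Tris-HCl, 1mM EDTA, 1mM DTT, pH 7.5) received compound, then a probe mix of 5 nM fluorescein-DNA and 100nM Texas-615-DNA. Fluorescence polarization was read for both dyes.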
ALOX12 inh = Primary qHTS assay for inhibitors of human arachidonate 12S-lipoxygenase (ALOX12): Round 2. Polyunsaturated fatty acid lipoxygenase ALOX12 (Homo sapiens), P18054. AID 1671190, 2021. hit rate 1.1% among 580,000. purified 12hLO, xylenol orange hydroperoxide absorbance. Potency, µM (top dose mostly 108 µM), for inactives: at the top dose activity change, negative = inhibition, usual class: inhibitors; note: potency is the fitted concentration of half-maximal effect; % is set by controls: 0 for no effect and ±100 for the full control effect
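Purified human 12hLO (150 nM final) in 25 mM Hepes, 0.01% Triton X-100, pH 7.0 was preincubated 15 min at room temperature with compound. Then 40 uM arachidonic acid was added, 30 min. Hydroperoxide was read by Fe-XO absorbance ratio 573/405 nm.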
Pol kappa inh = qHTS for Inhibitors of Polymerase Kappa; DNA polymerase kappa (Homo sapiens), Q9UBT6; purified Pol kappa, fluorescent DNA synthesis assay, 10 min; Potency, µM (highest dose often 107 µM), for the others: at the highest dose activity, negative = inhibition, hits mostly inhibitors; hit rate 0.53% among 400,000; note: potency is the fitted concentration of half-maximal effect; % is set by controls: 0 for no effect and ±100 for the full control effect
Target sequence (Q9UBT6 whole entry, looked up): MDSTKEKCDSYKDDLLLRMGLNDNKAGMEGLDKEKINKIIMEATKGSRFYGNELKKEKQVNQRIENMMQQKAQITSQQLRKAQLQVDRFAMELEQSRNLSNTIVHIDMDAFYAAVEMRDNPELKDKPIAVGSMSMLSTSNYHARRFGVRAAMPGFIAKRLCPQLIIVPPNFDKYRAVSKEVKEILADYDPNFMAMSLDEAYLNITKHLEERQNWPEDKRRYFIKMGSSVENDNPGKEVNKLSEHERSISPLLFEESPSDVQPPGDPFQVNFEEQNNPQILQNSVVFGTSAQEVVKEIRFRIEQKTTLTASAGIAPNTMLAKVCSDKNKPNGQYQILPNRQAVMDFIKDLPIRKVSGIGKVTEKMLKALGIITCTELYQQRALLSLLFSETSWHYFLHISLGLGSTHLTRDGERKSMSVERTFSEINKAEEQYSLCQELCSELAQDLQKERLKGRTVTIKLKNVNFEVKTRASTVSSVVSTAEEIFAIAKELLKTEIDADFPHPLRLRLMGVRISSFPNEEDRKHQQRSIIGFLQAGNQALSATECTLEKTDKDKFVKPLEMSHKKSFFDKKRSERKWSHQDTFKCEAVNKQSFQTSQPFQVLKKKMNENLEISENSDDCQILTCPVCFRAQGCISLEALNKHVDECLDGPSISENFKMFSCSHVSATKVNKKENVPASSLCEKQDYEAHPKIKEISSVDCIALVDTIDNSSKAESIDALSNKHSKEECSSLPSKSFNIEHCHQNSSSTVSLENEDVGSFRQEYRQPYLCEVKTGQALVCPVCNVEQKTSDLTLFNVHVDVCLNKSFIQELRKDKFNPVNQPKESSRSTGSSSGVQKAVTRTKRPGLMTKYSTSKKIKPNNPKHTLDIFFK
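Pol kappa 10 nM + cpd, 15 min RT; start w/ substrate 50 nM final; fluorescence kinetic read, 0 and 10 min. Neg ctrl: buffer, no enzyme.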
Pol eta inh = qHTS for Inhibitors of Polymerase Eta; recombinant Pol eta, fluorescent DNA replication assay; Potency, µM (series often up to 114 µM), without a hit: at the top dose activity change, negative = inhibition, hits mostly inhibitors; hit rate 1.2% among 390,000; note: potency is the fitted concentration of half-maximal effect; % is set by controls: 0 for no effect and ±100 for the full control effect
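Pol eta at 10 nM preincubated with compounds 15 min at room temperature; reaction started with fluorescent substrate (50 nM final) and read kinetically at 0 and 10 min.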
APEX1 inh = qHTS Assay for Inhibitors of the Human Apurinic/apyrimidinic Endonuclease 1 (APE1); recombinant APE1, TAMRA/BHQ-2 abasic DNA cleavage fluorescence; Potency, µM (top dose mostly 65.8 µM), for the others: at the highest dose activity change, negative = inhibition, most hits filed as inhibitors; DNA repair nuclease/redox regulator APEX1 (Homo sapiens), P27695; hit rate 0.35% among 350,000;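 note: potency is the fitted concentration of half-maximal effect; plate controls were vehicle for no effect and reference inhibitor for full effect; nearly all actives have a fitted effect of over 55% in size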
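0.75 nM APE1 + cpd, 15 min RT; start w/ 50 nM TAMRA/BHQ-2 THF-abasic dsDNA; kinetic fluor 525/598 nm ×3 reads @60 s; Δ(read3−read1); normalized to DMSO and NSC13755 control wells.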
POLB inh = qHTS Assay for Inhibitors of DNA Polymerase Beta; Pol beta primer extension/strand displacement, fluorescence kinetic; AID 485314, 2010; hit rate 1.3% among 340,000; Potency, µM (top dose mostly 114 µM), without a hit: top-dose activity change, negative = inhibition, most hits filed as inhibitors; P06746; note: potency is the fitted concentration of half-maximal effect; % is set by controls: 0 for no effect and ±100 for the full control effect
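Curves were derived by four-parameter Hill fits of normalized qHTS data. The kinetic fluorescent primer-extension read was taken at 0 and 10 min after 50 nM substrate, following a 15 min room-temperature preincubation of 10 nM enzyme with compounds.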
Apoferritin bind = qHTS Assay for Identification of Novel General Anesthetics | apoferritin/1-aminoanthracene competitive binding, fluorescence | Potency, µM (titrated, usually from 77.5 µM), for the others: top-dose activity change, negative = displacement, most hits filed as inhibitors | hit rate 0.074% among 350,000 | AID 485281, 2010; note: potency is the fitted concentration of half-maximal effect; % is set by controls: 0 for no effect and ±100 for the full control effect; nearly all actives have a fitted effect of over 20% in size
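Concentration-response curves derived by four-parameter Hill fitting of normalized fluorescence, where compounds displaced 1-AMA from 10 uM horse apoferritin following a brief 10 min room-temperature incubation; propofol titration acted as positive control.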
LDHA inh = qHTS assay for inhibitors of human lactate dehydrogenase; activity change, % (values are at about 110 or 230 µM); purified LDHA, NADH/diaphorase-resazurin fluorescence; stronger effect = lower value; L-lactate dehydrogenase A chain (Homo sapiens), P00338; hit rate 0.15% among 480,000; in the data active = activity change below about -30%; inconclusive = mostly about -25% to -30%;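 note: plate controls were DMSO wells for no effect and wells without enzyme for full effect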
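Resorufin fluorescence (ex540/em590), read at 0 and 20 min after diaphorase/resazurin addition, reports the NADH left after a 5 min room-temperature reaction of 2 nM human LDH5 with 0.06 mM NADH and 0.2 mM pyruvate.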
RGS4 inhibitor = Inhibitors of Regulator of G Protein Signaling (RGS) 4: qHTS; Regulator of G-protein signaling 4 (Homo sapiens), P49798; Transcreener GDP fluorescence polarization, RGS4-accelerated GTP hydrolysis; Potency, µM (titrated, usually from 114 µM), without a hit: top-dose activity change, negative = inhibition, usual class: inhibitors; hit rate 0.039% among 390,000; note: potency is the fitted concentration of half-maximal effect; % is set by controls: 0 for no effect and ±100 for the full control effect; nearly all actives have a fitted effect of over 75% in size; some results filed as inactive show a strong effect at the top dose
Target sequence (P49798 whole entry, looked up): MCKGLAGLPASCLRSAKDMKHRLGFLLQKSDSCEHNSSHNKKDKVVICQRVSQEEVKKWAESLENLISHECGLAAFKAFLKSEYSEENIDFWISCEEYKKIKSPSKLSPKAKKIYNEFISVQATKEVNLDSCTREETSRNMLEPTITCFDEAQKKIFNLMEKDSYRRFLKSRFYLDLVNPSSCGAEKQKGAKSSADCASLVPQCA
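MLSMR compounds (23 nl, pin-transferred) preincubated 10 min at room temperature with a 500nM (2x) first reagent, then RGS4 at 900nM (2x) plus Transcreener GDP mix added; fluorescence polarization (620/688 nm) read before and after 90 min at 30 °C.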
Starred values were filed as active, the others as inactive; ? = inconclusive; nt = not tested or not shown; & = joins results of further samples; [ ] = dose if it differs, or a comment. Unless noted, calls come from the whole dose curve; as a rule, active = well fitted curve in the direction sought with a large enough effect; inconclusive = small, poorly fitted or top-dose-only effect, or another doubt; inactive = no such curve, though single readings can be large; an effect the other way counts as inactive or inconclusive. The list is partial; rates above refer to the full screens.

cpd	mol	ERG-DNA inh	ALOX12 inh	Pol kappa inh	Pol eta inh	APEX1 inh
1	Cc1cc(S(=O)(=O)Nc2ccccc2C(=O)O)ccc1Cl	-3%	?	-11%	-2%	-3%
2	O=C(CCSc1nnc(-c2ccncc2)o1)Nc1ccccc1Cl	-7%	496%[activator]	-5%	-5%	5%
3	CN1C(C(=O)NCc2cccc(C(F)(F)F)c2)CC2Cn3c(nc4cc(Cl)c(Cl)cc43)C21 (stereo not given)	-3%	1%	-1%	-15%	1%
4	COc1ccccc1S(=O)(=O)N1CCNC(=O)C1	-2%	?	-5%	-14%	19%
5	CCOC(=O)c1ccc(NC(=O)CC2C(=O)N(c3ccccc3)C(=O)N2Cc2ccc(C)cc2)cc1 (stereo not given)	-8%	-8%	-1%	-22%	nt
6	Cc1cccc(-n2nc(C)c3c2NC2=C(C(=O)CCC2)C3c2ccccn2)c1 (stereo not given)	-10%	3%	-18%	-13%	?
7	CCOC(=O)c1c(C)c(C(=O)NCc2ccc(OC)cc2)c(C)n1C	-1%	-2%	-11%	-9%	2%
8	O=C(O)[C@H](Cc1ccccc1)N1Cc2ccccc2C1=O	-9%	-15%	2%	-5%	-2%
9	O=C(Nc1ccccc1)c1cccc2c(Br)cccc12	5%	9%	-6%	-23%	8%
10	CN(C)C(=O)CCc1ccc2c3c([nH]c2c1)[C@]1(CCC2CCCC2)[C@@H](C(=O)N2CCOCC2)C[C@H](CC(=O)NCCC2=CCCCC2)C(=O)N1CC3	7%	0%	-3%	-23%	-7%

cpd	POLB inh	Apoferritin bind	LDHA inh	RGS4 inhibitor
1	42%	-5%	1	1%
2	16%	-16%	-7	11%
3	-21%	3%	0	3%
4	nt	nt	-4	1%
5	0%	-7%	1	15%
6	-2%	-12%	-1	-22%
7	-1%	-8%	-4	-1%
8	47%	2%	-8	-20%
9	29%	10%	-4	17%
10	nt	nt	4	-1%

Some of these compounds in order of SMILES length, low to high.
cpd	mol	ERG-DNA inh	ALOX12 inh	Pol kappa inh	Pol eta inh	APEX1 inh
4	COc1ccccc1S(=O)(=O)N1CCNC(=O)C1	-2%	?	-5%	-14%	19%
9	O=C(Nc1ccccc1)c1cccc2c(Br)cccc12	5%	9%	-6%	-23%	8%
2	O=C(CCSc1nnc(-c2ccncc2)o1)Nc1ccccc1Cl	-7%	496%[activator]	-5%	-5%	5%
10	CN(C)C(=O)CCc1ccc2c3c([nH]c2c1)[C@]1(CCC2CCCC2)[C@@H](C(=O)N2CCOCC2)C[C@H](CC(=O)NCCC2=CCCCC2)C(=O)N1CC3	7%	0%	-3%	-23%	-7%

cpd	POLB inh	Apoferritin bind	LDHA inh	RGS4 inhibitor
4	nt	nt	-4	1%
9	29%	10%	-4	17%
2	16%	-16%	-7	11%
10	nt	nt	4	-1%

More results:
cpd	mol	ERG-DNA inh	ALOX12 inh	Pol kappa inh	Pol eta inh	APEX1 inh
11	N#CCCn1cc(C(=O)Nc2ccc(C(=O)O)cc2)c(-c2cc3ccccc3o2)n1	12%	-15%	-1%	4%	?
12	CC(C)c1ccc(O)c(NC(=O)c2cncc(Br)c2)c1	7%	-29%	-10%	-4%	-1%
13	O=C(Cn1cc(SCc2cccc(Cl)c2)c2ccccc21)N1CCCCCC1	4%	-21%	3%	-19%	nt
14	O=C(CSc1nnc(-c2cccc(Cl)c2)o1)N1CCc2ccccc21	3%	-20%	0%	-11%	nt
15	CCOC(=O)c1c(C)oc2ccc(N(C(=O)c3ccncc3)S(=O)(=O)c3ccc(Br)cc3)cc12	8%	-24%	-10%[60.1 µM]	-18%	nt
16	N#CCc1ccc(NC(=O)c2ccc(S(=O)(=O)N3CCOCC3)cc2)cc1	-7%	0%	2%	-23%	13%
17	Cc1ccc(CN2CCN(/N=C/c3cccs3)CC2)cc1	-10%	-23%	-12%	-19%	0%
18	Cc1ccc2[nH]c3c(c2c1)CN(C(=O)CN(C)CC1OCCO1)CC3	-5%	32%	-16%	-11%	-3%
19	COC(=O)c1ccc(NC(=O)Nc2ccc(C)cc2)cc1	-2%	0%	1%	-6%	-6%
20	Cn1nccc1C(=O)N1CCN(c2cccc(Cl)c2)CC1	1%	9%	0%	0%	-5%

cpd	POLB inh	Apoferritin bind	LDHA inh	RGS4 inhibitor
11	64%	-4%	-8	1%
12	8%	-9%	0	10%
13	-10%	268%[activator]	5	?
14	-3%	5%	-11	6%
15	-1%	2%	-3	-4%
16	4%	-2%	-6	-11%
17	-15%	6%	-5	12%
18	9%	-9%	0	-34%
19	-1%	-2%	-7	6%
20	2%	-3%	-1	-13%

(continued)
cpd	mol	ERG-DNA inh	ALOX12 inh	Pol kappa inh	Pol eta inh	APEX1 inh
21	O=C1NCCCc2nc(Oc3ccccc3)sc21	-5%	162%[activator]	-5%	-12%	4%
22	Cc1nc2c(-c3ccc(Cl)cc3)cnn2c(N)c1-c1ccc(F)cc1	1%	17%	1%	-18%	0%
23	Cc1ccc(C(=O)NNC(=O)c2cccc(S(=O)(=O)N3CCOCC3)c2)cc1	-2%	7%	-13%	-16%	-6%
24	Cc1c(OCC(=O)NCC2CCC(C(=O)O)CC2)ccc2c3c(c(=O)oc12)CCC3 (stereo not given)	-4%	-8%	15%	-3%	35%
25	Cc1cc(=O)oc2cc(OCC(=O)OCC(=O)Nc3ccc(C(N)=O)cc3)ccc12	0%	3%&-3%	-2%	4%	7%
26	CCC(C)NCCCOc1ccc(Cl)cc1C(C)(C)C (stereo not given)	-8%	?	-15%	-7%	29%
27	COc1cc(C(=O)NCC(=O)N2CCN(S(=O)(=O)c3cc(C)ccc3C)CC2)cc(OC)c1OC	6%	1%	2%	-18%	4%
28	COc1ccc2c(C)cc(N3CCN(c4ccc(F)cc4)CC3)nc2c1	nt	-8%[57.4 µM]	-12%	-11%	-3%
29	COc1ccc(-c2c3c(nc4sc5c(Cl)nc(C)nc5c24)CCC3)cc1	-6%	nt	3%	-19%	6%
30	CCn1cc(CNCc2cn[nH]c2-c2cc3ccccc3o2)cn1	14%	13%	-6%	-4%	3%

cpd	POLB inh	Apoferritin bind	LDHA inh	RGS4 inhibitor
21	19%	-10%	0	7%
22	33%	2%	1	-13%
23	nt	nt	-12	13%
24	18%	-3%	4	-13%
25	-1%	-10%	6&-16	26%
26	9%	-6%	-41*	32%
27	2%	-8%	-1	-8%
28	-1%	-10%	-5	12%
29	12%	-14%	0	-20%
30	5%	-11%	-1	0%

Additional records:
cpd	mol	ERG-DNA inh	ALOX12 inh	Pol kappa inh	Pol eta inh	APEX1 inh
31	CN(C(=O)c1ccc(S(=O)(=O)N2CCCC2)cc1)C1CCCCC1	9%	-23%	-5%	-13%	-1%
32	NNc1nc(-c2ccccc2)c2cc(Br)ccc2n1	-1%	?	-5%	-23%	26%
33	CC(=O)Nc1ccc(S(=O)(=O)Nc2cccc(N(C)S(C)(=O)=O)c2)cc1	-6%	0%	-3%	-6%	-6%
34	CCOc1ccccc1/C=C(\NC(=O)c1ccccc1)C(=O)NCCC(=O)O	-3%	-19%	-9%	-4%	-3%
35	O=C(N[C@@H](Cc1ccccc1)C(=O)N1CCC2(CC1)NCCc1[nH]cnc12)c1cccc(F)c1	-6%	11%	-19%	-9%	4%
36	CC(C)c1nnc(NC(=O)CCc2ccccc2)s1	-6%	-12%	-13%	-7%	57%[activator]
37	O=C(O)c1ccc(COc2ccc(CO)cc2Cl)cc1	nt	11%	-8%	-5%	0%
38	COC(=O)C(NC(C)=O)(Nc1nc2c(s1)CCCC2)C(F)(F)F (stereo not given)	-6%	18µM*	-2%	-2%	-1%
39	Nc1c(N(Cc2ccco2)C(=O)c2ccc(Cl)cc2)c(=O)[nH]c(=O)n1Cc1ccccc1	15%[15.4 µM]	144%	1%	-13%	6%
40	CCOC(=O)c1c(C)[nH]c(C(=O)N2CCC(C(=O)OCC)CC2)c1C	16%	0%	3%	-14%	-6%
41	Cc1cccn2c(=O)c3cc(S(=O)(=O)c4ccc(Br)cc4)c(=N)n(C4CCCC4)c3nc12	2%	-9%	-1%	3%	21%
42	COC(=O)c1nnn(-c2nonc2N)c1CSc1nnc(N)s1	-2%	2%	19%	-12%	0%

cpd	POLB inh	Apoferritin bind	LDHA inh	RGS4 inhibitor
31	17%	-20%	3	-10%
32	28%	-14%	-10	-20%
33	-20%	-6%	-9	-14%
34	14%	8%	-7	30%
35	40%	5%	-3	0%
36	4%	-1%	-11	28%
37	-2%	-4%	-5	0%
38	-1%	-13%	5	-7%
39	nt	nt	-3	-25%
40	19%	-1%	-2	-11%
41	18%	-8%	0	17%
42	29%	-2%	-5	-1%

Assay outcomes: PubChem BioAssay, National Center for Advancing Translational Sciences (NCATS)
